Screens deposited in PubChem BioAssay by National Center for Advancing Translational Sciences (NCATS).
RXFP1 antagonist – RXFP1 (human) relaxin receptor antagonism; Q9HBX9; HEK293-RXFP1, relaxin-stimulated cAMP HTRF, 30 min; active compounds read low; activity change, negative = inhibition, % at 57.5 µM; actives 0.59% (n = 350,000); AID 1259400;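 active = activity change of -60% or lower, but not beyond a set lower limit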; also: % is scaled to controls: 0 for no effect and ±100 for the full control effect
D2 PAM – D2 dopamine receptor (human) potentiation; AID 485347; HEK293 T-REx D2, calcium flux, EC20 dopamine potentiation; potentiation, % at 10 µM; actives 0.34% (n = 340,000); P14416;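 active = potentiation over 3 SD above the plate norm, cut at about 30% in these data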; also: 0% is about no effect
Target sequence (P14416 whole entry, looked up): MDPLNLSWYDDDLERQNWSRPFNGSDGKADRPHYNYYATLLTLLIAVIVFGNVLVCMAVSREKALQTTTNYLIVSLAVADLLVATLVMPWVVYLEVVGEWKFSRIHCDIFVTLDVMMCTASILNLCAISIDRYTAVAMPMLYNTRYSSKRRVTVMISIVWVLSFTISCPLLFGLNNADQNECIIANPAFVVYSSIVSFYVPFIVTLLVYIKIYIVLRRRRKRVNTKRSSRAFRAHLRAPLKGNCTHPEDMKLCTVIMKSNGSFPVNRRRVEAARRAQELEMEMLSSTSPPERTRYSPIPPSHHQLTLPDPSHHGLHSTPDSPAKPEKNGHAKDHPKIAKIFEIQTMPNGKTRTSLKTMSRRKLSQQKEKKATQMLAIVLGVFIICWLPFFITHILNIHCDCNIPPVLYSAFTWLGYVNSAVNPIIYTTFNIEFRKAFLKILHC
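Potentiation of an EC20 dopamine calcium response measured kinetically over 180 s, after a preceding 180 s compound-only read flagging agonists. Cells: inducible Hek293 Trex D2 line, 4000/well, cultured overnight at 30 C before dye loading.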
D1 potentiator – human D1 dopamine receptor positive modulation. P21728. HEK293 TREx D1 cells, calcium flux, dopamine EC20 potentiation. potentiation, % at 10 µM. actives 0.036% (n = 360,000). AID 504651; in the data active = potentiation above about 30%; also: 0% is about no effect
Target sequence (P21728 whole entry, looked up): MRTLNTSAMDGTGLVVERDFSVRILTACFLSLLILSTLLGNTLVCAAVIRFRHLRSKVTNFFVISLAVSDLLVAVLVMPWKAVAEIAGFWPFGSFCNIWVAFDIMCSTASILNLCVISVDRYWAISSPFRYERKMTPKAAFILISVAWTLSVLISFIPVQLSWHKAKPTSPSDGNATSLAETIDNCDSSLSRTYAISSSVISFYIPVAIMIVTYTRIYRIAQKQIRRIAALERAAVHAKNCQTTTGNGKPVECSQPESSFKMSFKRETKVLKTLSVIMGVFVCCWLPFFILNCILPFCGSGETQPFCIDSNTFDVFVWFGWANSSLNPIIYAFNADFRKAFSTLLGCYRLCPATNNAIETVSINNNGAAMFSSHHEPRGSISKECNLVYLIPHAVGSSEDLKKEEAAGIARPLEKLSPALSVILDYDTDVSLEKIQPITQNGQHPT
TRHR PAM – allosterically enhances the human TRH receptor; TRHR cells, fluo-8 calcium fluorescence, EC20 TRH enhancement; P34981; enhancement, % at 2 µM; actives 0.66% (n = 360,000); in the data active = enhancement above about 30%; also: 0% is about no effect
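TRHR-expressing cells loaded with fluo-8 calcium dye were read kinetically (ex 480/em 530) during compound addition, then stimulated with an EC20 of TRH (10 nM final). Enhancement of the Gq-mediated intracellular calcium response was scored.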
D2 ag – D2 dopamine receptor (human) agonism; actives 0.53% (n = 340,000); activation, % at 2 µM; HEK293 T-REx D2 cells, calcium flux agonist mode; P14416;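 active = activation over 3 SD above normal in the single-dose calcium agonist read, cut at about 30% in these data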; also: 0% is about no effect
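In this primary screen, compounds producing a positive calcium signal within 180 s of addition to tetracycline-induced, force-coupled HEK293 Trex D2 cells are flagged; cells are dye-loaded with a no-wash calcium kit beforehand.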
TRHR agonist – TRH receptor (human) agonism; P34981; TRHR cells, calcium flux fluo-8, FDSS agonist mode; activation, % at 2 µM; actives 0.18% (n = 360,000); AID 493084; also: 0% is about no effect
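TRHR-expressing cells loaded with fluo-8 calcium dye; 23 nL library compound pin-transferred, kinetic FDSS fluorescence (Ex 480/Em 530) recorded about 180 s for agonist-induced calcium release, before a 10 nM TRH EC20 addition for potentiator mode.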
D1 antagonist – human D1 dopamine receptor antagonism | P21728 | HEK293 TREx D1 cells, calcium flux, dopamine EC80; active compounds read low | activity change, negative = inhibition, % at 10 µM | actives 3.2% (n = 360,000) | AID 504652; in the data active = activity change below about -30%; also: % is scaled to controls: 0 for no effect and ±100 for the full control effect
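HEK293 T-REx cells expressing inducible, force-coupled D1 receptor; no-wash Ca dye, 30–90 min RT. Cmpd → 180 s read at 1 Hz → EC80 DA → 180 s read.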
D2 antag – antagonists of human D2 dopamine receptor; actives 2% (n = 340,000); inhibition, % at 10 µM; P14416; HEK293 TREx D2 cells, calcium flux, dopamine EC80; in the data active = inhibition above about 30%; also: 0% is about no effect
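Calcium mobilization kinetics were recorded at 1 s intervals in tetracycline-induced HEK293 T-REx D2 cells, first for 180 s after compound addition and then 180 s after EC80 dopamine.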
D1 agonist – human D1 receptor agonism; actives 1% (n = 360,000); P21728; activation, % at 2 µM; HEK293 T-REx D1 cells, calcium flux, agonist mode; also: 0% is about no effect
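Inducible HEK293 T-REx D1 cells, force-coupled to calcium signalling, were plated at 4000 cells/well with tetracycline and held overnight at 30 C. After no-wash calcium dye loading, compound-evoked calcium rise over 180 s flagged agonists.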
* hit, by the source's call; x = no result given. Rule as the data show it, unless noted: active = activation above about 30%; inactive = the rest.

1. COC(=O)c1c(-c2ccc(Cl)cc2)noc1N1CCN(c2ccc(OC)cc2)CC1
2. CCOc1ccc(CCNC(=O)c2cccnc2N2CCCC2)cc1OCC
3. Cc1ccc2cccc(OCCCOc3ccccc3CO)c2n1
4. O=S(=O)(c1ccc(-c2csc(Nc3ccc(F)cc3)n2)cc1)N1CCCC1
5. COc1ccccc1CNC(=O)CN1C(=O)NC2(CCCc3sccc32)C1=O (stereo not drawn)
6. COc1ccc(NC(=O)CSc2nnc(Cc3cccs3)n2-c2ccc(C)cc2)cc1

entry no.,1,2,3,4,5,6
RXFP1 antagonist,-10,15,13,-15,-2,-2
D2 PAM,11,-8,7,10,-11,-1
D1 potentiator,-3,0,-12,-4,-1,-4
TRHR PAM,-2,4,2,-2,11,2
D2 ag,0.0,0.6,-1.6,1.2,0.2,0.4
TRHR agonist,0.4,-0.1,-0.1,0.6,-0.1,0.3
D1 antagonist,3,3,-72*,-3,0,3
D2 antag,x,-9,-8,24,-31,5
D1 agonist,-1,-1,3,0,1,0

7. Cc1ccc(S(=O)(=O)NCCc2nnc3ccc(SCc4cccnc4)nn23)cc1
8. CC(C)(C)NC(=O)Nc1ccc(Br)cc1
9. CCOc1cccc(/C=N/NS(=O)(=O)c2ccc(C)c([N+](=O)[O-])c2)c1O
10. Cc1cc(C)c(S(=O)(=O)N2CCOC2CNC(=O)C(=O)NCCc2ccc(S(N)(=O)=O)cc2)c(C)c1 (stereo not drawn)
11. CNC(=O)Nc1cccc(C(F)(F)F)c1
12. Cc1c(CCC(C)C)c(-n2ccnc2C)n2c(nc3ccccc32)c1C#N

entry no.,7,8,9,10,11,12
RXFP1 antagonist,1,-9,3,-2,-4,13
D2 PAM,x,4,6,0,-17,-18
D1 potentiator,0,2,3,-1,-2,4
TRHR PAM,-3,0,-6,-2,2,1
D2 ag,x,1.7,-1.0,0.1,0.3,1.1
TRHR agonist,0.7,1.7,0.0,0.1,-0.6,0.0
D1 antagonist,-9,-8,-4,-1,12,23
D2 antag,x,4,-8,-8,-7,-33
D1 agonist,0,2,8,3,3,1

13. c1nnc(NC2=NCCC2)s1
14. CC(C)(C)NNC(=S)Nc1ccc(S(=O)(=O)N2CCOCC2)cc1
15. CN(C)c1nc2sc3c(c2c(=O)n1C)CC(C)(C)OC3
16. Cc1ccccc1Nc1c(-c2cccc(O)c2)nc2ccc(Br)cn12
17. CCOCCCNC(=O)CN1C(=O)c2cccnc2Sc2ccccc21
18. COCCn1c(SCC(=O)NN2C(=O)NC(C)(c3ccccc3)C2=O)nnc1-c1ccncc1 (stereo not drawn)

entry no.,13,14,15,16,17,18
RXFP1 antagonist,-4,-29,-12,-10,-17,3
D2 PAM,-1,6,-1,3,x,-8
D1 potentiator,0,17,-3,1,-2,x
TRHR PAM,2,-1,3,13,2,7
D2 ag,1.0,-1.6,5.0,-1.1,x,-0.6
TRHR agonist,0.9,0.5,-0.6,0.1,0.1,-0.1
D1 antagonist,15,5,-20,4,3,1
D2 antag,-2,4,1,x,x,-15
D1 agonist,3,3,0,0,0,5

19. Cc1cccc([C@@H]2[C@@H]3C(=O)N(Cc4ccccc4)C(=O)[C@@H]3[C@]3(C)C(=O)N(c4ccc(Br)cc4)C(=O)N23)c1
20. O=C(O)COc1ccc(/C=C/c2ccc3cccc([N+](=O)[O-])c3n2)cc1
21. O=C(CCNS(=O)(=O)c1ccc2c(c1)CCC(=O)N2)NCc1cccnc1
22. COc1cc(-c2noc(-c3cc(C)[nH]n3)n2)cc(OC)c1OC
23. CC1CCC(NC(=O)CN(C)S(=O)(=O)c2ccc3c(c2)c(=O)n(C)c(=O)n3C)CC1 (stereo not drawn)
24. CCOc1ccc(NS(=O)(=O)c2ccc(NS(=O)(=O)c3ccc(SC)cc3)cc2)cc1

entry no.,19,20,21,22,23,24
RXFP1 antagonist,x,-13,1,-22,18,0
D2 PAM,5,-2,x,6,-2,10
D1 potentiator,2,0,-7,3,4,8
TRHR PAM,2,4,3,0,-6,2
D2 ag,0.3,-0.6,x,0.3,0.7,0.2
TRHR agonist,2.0,0.1,1.0,0.6,-0.1,0.6
D1 antagonist,1,6,3,-9,2,30
D2 antag,-18,6,x,x,1,-9
D1 agonist,7,2,1,2,-1,0

25. O=C(N=Nc1c(O)[nH]c2ccccc12)c1ccc(CN2CCOCC2)cc1
26. O=C1c2ccccc2C(=O)N1CCN1CCCCC1
27. CS(=O)(=O)c1ccc(Sc2nc3ccccc3s2)c([N+](=O)[O-])c1
28. CCC(C)NC(=O)c1nn(Cc2ccccc2)c(=O)c2ccccc12 (stereo not drawn)
29. O=C(NC1CCN(C(=O)c2cccc([N+](=O)[O-])c2)CC1)c1ccccc1
30. CCOC(CCNC(=O)c1cc(-c2cccs2)nc2ccccc12)OCC

entry no.,25,26,27,28,29,30
RXFP1 antagonist,-7,0,2,4,-11,-1
D2 PAM,-2,13,-2,4,-10,2
D1 potentiator,-6,-1,-12,-4,-2,8
TRHR PAM,7,-8,0,8,-10,0
D2 ag,0.4,0.0,1.3,-0.7,0.4,0.5
TRHR agonist,-0.4,0.2,1.3,-1.8,1.0,0.0
D1 antagonist,-11,-11,-6,0,-2,-7
D2 antag,-1,14,-12,-4,-5,-2
D1 agonist,-1,8,1,0,2,1

31. Cc1nnc2n1N=CC=C(C(C)(C)C)S2
32. Cc1cc(NC(=O)c2ccc(F)cc2)no1
33. N/C(CS(=O)(=O)c1ccc(F)cc1)=N\O
34. CCOc1ccc(C(=O)CN2C(=O)NC3(CCCCCC3)C2=O)cc1
35. CSc1ccc(/C=N/NC(=O)c2ccc(O)cc2)cc1
36. COc1ccc(C(=O)Nc2ccccc2C(=O)N/N=C/c2ccco2)cc1

entry no.,31,32,33,34,35,36
RXFP1 antagonist,-1,3,-9,-6,-20,1
D2 PAM,9,12,-3,5,-4,2
D1 potentiator,0,-3,2,2,-7,-7
TRHR PAM,-2,-9,-1,7,6,-2
D2 ag,0.6,0.0,0.7,0.4,-0.3,-0.1
TRHR agonist,0.1,-0.1,-0.1,0.1,0.0,0.0
D1 antagonist,-3,-22,-3,-2,5,-6
D2 antag,-5,-19,-4,-2,-2,2
D1 agonist,3,3,4,3,1,1

37. COC(=O)c1cc(NC(=O)c2ccc(Cn3cc(Cl)cn3)o2)cc(C(=O)OC)c1
38. CC(Cc1cccnc1)NC(=O)CCc1nnc(-c2ccccc2)o1 (stereo not drawn)
39. CN(C)C(=O)c1nc2ccccc2s1
40. COc1cc(NC(=O)C(NC(=O)C2CCC(C)CC2)C(C)C)cc(OC)c1OC (stereo not drawn)
41. O=C(O)CN1C(=O)NC2NC(=O)NC21 (stereo not drawn)
42. Cc1cc(=O)oc2cc(OC(C)C(=O)NC3CCN(Cc4ccccc4)CC3)ccc12 (stereo not drawn)

entry no.,37,38,39,40,41,42
RXFP1 antagonist,0,-3,-13,-14,2,-11
D2 PAM,3,-10,-5,0,-2,26
D1 potentiator,-3,-5,0,2,-6,-5
TRHR PAM,0,-6,-8,1,0,-6
D2 ag,0.4,0.2,-0.9,0.4,-0.2,1.2
TRHR agonist,-0.1,0.3,-2.2,-0.5,0.4,0.3
D1 antagonist,3,-6,48,-9,6,26
D2 antag,-8,-6,23,x,-16,-3
D1 agonist,1,2,2,1,0,2

43. COc1ccccc1C(C#N)N1N=C(C)CC1(C)C (stereo not drawn)
44. COc1ccc(C(C)=O)cc1COC(=O)c1ccc(C)c(S(=O)(=O)N2CCOCC2)c1
45. CCn1c(N2CCN(C(=O)C34CC5CC(CC(C5)C3)C4)CC2)nc2ccccc21
46. COc1ccccc1/C=C/C(=O)NCC(=O)N/N=C/c1ccc2c(c1)OCO2
47. N#CC1C(C#N)N2CCCN2C1c1ccc(Br)cc1 (stereo not drawn)
48. CC(=O)N1CCN(C(=S)c2ccc(-c3ccc(Cl)cc3)o2)CC1

entry no.,43,44,45,46,47,48
RXFP1 antagonist,0,-15,0,0,11,-12
D2 PAM,1,5,-1,-18,2,-2
D1 potentiator,-9,x,-2,4,2,-8
TRHR PAM,7,4,-4,-2,9,-1
D2 ag,1.7,1.4,-0.1,-0.6,-0.3,0.0
TRHR agonist,0.8,0.4,-0.2,0.2,-1.4,-0.3
D1 antagonist,-16,0,-7,6,-10,-26
D2 antag,11,-28,-13,16,-22,-5
D1 agonist,2,5,0,-4,3,0

49. Clc1ccc(Sc2ccccn2)cc1
50. CN(Cc1ccccc1)C(=O)c1ccc(NC(=O)Cc2cccc(NC(=O)C3CCN(C(=O)C4CCCC4)CC3)c2)cc1
51. COc1ccc(C)cc1NS(=O)(=O)c1ccc2c3c(cccc13)C(=O)N2
52. Cc1ccc(S(C)(=O)=N/C=C2\C(=O)c3sccc3N(C)S2(=O)=O)cc1 (stereo not drawn)

entry no.,49,50,51,52
RXFP1 antagonist,5,x,-10,10
D2 PAM,16,9,-2,-4
D1 potentiator,-4,0,-2,-3
TRHR PAM,19,0,-8,0
D2 ag,0.0,6.5,0.3,0.4
TRHR agonist,-1.0,0.4,-0.8,-0.2
D1 antagonist,-18,x,-2,-13
D2 antag,0,2,x,6
D1 agonist,1,4,9,2

By substructure, the entries above with two or more sulfur atoms.
4. O=S(=O)(c1ccc(-c2csc(Nc3ccc(F)cc3)n2)cc1)N1CCCC1
6. COc1ccc(NC(=O)CSc2nnc(Cc3cccs3)n2-c2ccc(C)cc2)cc1
7. Cc1ccc(S(=O)(=O)NCCc2nnc3ccc(SCc4cccnc4)nn23)cc1
10. Cc1cc(C)c(S(=O)(=O)N2CCOC2CNC(=O)C(=O)NCCc2ccc(S(N)(=O)=O)cc2)c(C)c1 (stereo not drawn)
14. CC(C)(C)NNC(=S)Nc1ccc(S(=O)(=O)N2CCOCC2)cc1
24. CCOc1ccc(NS(=O)(=O)c2ccc(NS(=O)(=O)c3ccc(SC)cc3)cc2)cc1
27. CS(=O)(=O)c1ccc(Sc2nc3ccccc3s2)c([N+](=O)[O-])c1
52. Cc1ccc(S(C)(=O)=N/C=C2\C(=O)c3sccc3N(C)S2(=O)=O)cc1 (stereo not drawn)

entry no.,4,6,7,10,14,24,27,52
RXFP1 antagonist,-15,-2,1,-2,-29,0,2,10
D2 PAM,10,-1,x,0,6,10,-2,-4
D1 potentiator,-4,-4,0,-1,17,8,-12,-3
TRHR PAM,-2,2,-3,-2,-1,2,0,0
D2 ag,1.2,0.4,x,0.1,-1.6,0.2,1.3,0.4
TRHR agonist,0.6,0.3,0.7,0.1,0.5,0.6,1.3,-0.2
D1 antagonist,-3,3,-9,-1,5,30,-6,-13
D2 antag,24,5,x,-8,4,-9,-12,6
D1 agonist,0,0,0,3,3,0,1,2

Record cards, from the list above. Values in the order: RXFP1 antagonist	D2 PAM	D1 potentiator	TRHR PAM	D2 ag	TRHR agonist	D1 antagonist	D2 antag	D1 agonist
`COc1ccc(C)cc1NS(=O)(=O)c1ccc2c3c(cccc13)C(=O)N2` is listed as -10	-2	-2	-8	0.3	-0.8	-2	x	9
`Cc1ccc(S(C)(=O)=N/C=C2\C(=O)c3sccc3N(C)S2(=O)=O)cc1` (stereo not drawn) is listed as 10	-4	-3	0	0.4	-0.2	-13	6	2
